RMI-FANCM inh: RMI-FANCM interaction inhibition | Fluorescence polarization, RMI core complex with F-MM2 peptide; hits give low values | FP signal (polarization) at 33 µM | actives 0.58% (n = 70,000) | AID 1159607; in the data active = FP signal below about 40; note: inactives centre near 61; strong numbers were not always called active; unit not given here
Starred values were filed as active, the others as inactive; & = joins results of further samples.

SMILES	RMI-FANCM inh
Cc1c(C)c(C)c(CSCc2n[nH]c(=S)n2-c2cccc(C(F)(F)F)c2)c(C)c1C	51
O=c1oc2c3c(ccc2cc1-c1ccc(Cl)cc1)OCN(CCCN1CCOCC1)C3	-5
O=C(Nc1ccc(OC(F)(F)F)cc1)c1cnc2sccn2c1=O	64
CCOc1ccc(-c2cc3c(=O)n(CC(=O)NCc4cccc(OC)c4)ncn3n2)cc1	90
CN(C)CCN(C(=O)CN1C(=O)c2ccccc2C1=O)c1nc2cc3c(cc2s1)OCO3	81
O=C(O)c1ccccc1C(=O)N1CCCC1	67
N=C(N)SCCc1cnc[nH]1	52
Nc1ccc(/C=C/c2ccccc2)cc1	62
Cc1nnc(-c2ccc(OCC(=O)Nc3ccc(F)cc3F)cc2)o1	68
CCc1cccc(-n2ccn(CC(=O)Nc3ccccc3C(F)(F)F)c(=O)c2=O)c1	56
NC(=O)c1c(SCc2ccccc2)sc(C(=O)c2ccccc2)c1N	54
CC(=O)SCC(=O)Nc1nc2c(F)cccc2s1	65
CC1CC2C3CCC4=CC(=O)C=C[C@]4(C)[C@@]3(F)[C@@H](O)C[C@]2(C)[C@@]1(O)C(=O)CO (some centres undefined)	53&55
Fc1ccc(Cn2nnc3c(SCc4ccccc4F)ncnc32)cc1	61
CCN(CC)c1ccc(C2CC(c3ccc(Br)cc3)=NN2C(=O)c2ccccc2Cl)cc1 (centres undefined)	64
O=C(NCCc1csc(-c2ccc(C(F)(F)F)cc2)n1)C(=O)Nc1cccc(F)c1	53
Cn1c(=O)c2c(SCC(=O)Nc3ccc([N+](=O)[O-])cc3)nc(-c3ccco3)nc2n(C)c1=O	48
N#CC1=C(SCC(=O)Nc2ccc(F)cc2)NC(=O)CC1c1ccco1 (centres undefined)	76
C#CCn1c(=NC(=O)c2ccn(CC)n2)sc2cc(F)ccc21	63
CCOC(=O)c1c(NC(=O)c2sc3nc(C)ccc3c2N)sc(C)c1C	167
Cc1ccc(S(=O)(=O)c2nc(S(C)(=O)=O)sc2N2CCC3(CC2)OCCO3)cc1	59
C/C=C/CC(=O)NCC(=O)O	60
Cc1ccc(-c2cnc(SCC(=O)Nc3cc(F)ccc3F)o2)cc1C	99
O=C1CSC(c2ccncc2)N1CC1CC1 (centres undefined)	57&55
COCCN1CCC(CNC(=O)CCc2ccc(OC)cc2)CC1	71
O=c1ccc(-c2cccc(Cl)c2)nn1Cc1nc(-c2cccs2)no1	75
O=C(NC1CCCC1)c1ccc2snnc2c1	66
COc1ccc2nc(NC(=O)c3ccccc3)sc2c1	68
Cc1cccc(NC(=O)CSc2ccc(NC(=O)C(C)C)nn2)c1C	71
CN1CCCc2cc(C(CNC(=O)C(=O)Nc3nccs3)N3CCCCC3)ccc21 (centres undefined)	58
Cc1ccc(S(=O)(=O)N2CCCCC2CC(=O)Nc2ccc(F)c(C(F)(F)F)c2)cc1 (centres undefined)	57
COC(=O)CCC(C)[C@H]1CCC2C3C(C[C@H](O)[C@@]21C)[C@@]1(C)CC[C@@H](O)C[C@H]1C[C@H]3O (some centres undefined)	65
Cc1ccc(OCC(=O)NCC(c2ccc3c(c2)CCCN3C)N2CCOCC2)cc1 (centres undefined)	59
Cc1cc(NC(=O)c2ccccc2S(C)(=O)=O)n(-c2nc3c(F)cccc3s2)n1	63
Cc1cccc(S(=O)(=O)Nc2ccc3c(c2)CC(=O)N3)c1	67
CN1CCN(c2ccc(CNC(=O)c3cccnc3Oc3ccc(Cl)cc3)cc2)CC1	61
CC(=O)/C=C/c1ccc(-c2ccccc2Cl)o1	63
COc1cccc(-c2ccc(SCC(=O)NCc3ccc(F)cc3)nn2)c1	60
O=C(CC1CSc2nc3c(cnn3-c3cccc(Cl)c3)c(=O)n21)Nc1ccccn1 (centres undefined)	73
CCNC(=O)[C@H]1O[C@@H](n2cnc3c(N)nc(NCCc4ccc(CCC(=O)O)cc4)nc32)C(O)[C@H]1O (some centres undefined)	60
CC(=O)c1ccc(NC(=O)c2cccc([N+](=O)[O-])c2C)cc1	60
Cc1ccc(Cn2cc(C(=O)NNC(=O)Nc3ccc(C(C)(C)C)cc3)ccc2=O)cc1	59
Cc1cc(C)c2nc(N(CCCN3CCOCC3)C(=O)c3ccn(C)n3)sc2c1	65
NC(=S)Cc1nc(-c2ccc(Cl)cc2)cs1	60
Cc1c(/C=N\NC(=O)NCc2ccccc2)sc2ccccc12	54
O=S(=O)(NCC(O)c1ccccc1)c1ccccc1 (centres undefined)	56
O=C(NCCN1CCN(c2ccc(F)cc2)CC1)C(=O)NC1CC1	62
O=c1cc(-c2ccc(F)cc2)ncn1Cc1cccc2ccccc12	62
CSc1ccc(CNC(=O)c2ccc3c(=O)nc4c(-c5ccccc5)n[nH]n4c3c2)cc1	66
COc1ccc(CCn2c(=O)c3ncccc3n(CC(=O)c3ccccc3)c2=O)cc1OC	57
Nc1nnc2sc3cc(Br)ccc3n12	70
O=[N+]([O-])c1ccc(OCC2CC(c3ccc(Cl)cc3Cl)=NO2)cc1 (centres undefined)	62
COc1ccc(NC(=O)CC2NCCNC2=O)cc1 (centres undefined)	54
O=C(CN1CCOCC1)N1CCc2ccccc21	53
O=C(Nc1ccc2c(c1)CCC(=O)N2Cc1ccccc1)c1ccc(F)cc1F	66
CC(C)(C)c1ccc(S(=O)(=O)NCc2ccco2)cc1	55
Nc1nccnc1C(=O)Oc1ccccc1	63
S=C(NCc1ccco1)NCC1CC(c2ccccc2)=NO1 (centres undefined)	64
O=S(=O)(NCC(c1ccsc1)N1CCOCC1)c1ccc(-c2ccccc2)cc1 (centres undefined)	56
Nc1ccn([C@@H]2CS[C@H](CO)O2)c(=O)n1	63&56

An excerpt from above in order of their number in RMI-FANCM inh, ascending:
SMILES	RMI-FANCM inh
Nc1nccnc1C(=O)Oc1ccccc1	63
CSc1ccc(CNC(=O)c2ccc3c(=O)nc4c(-c5ccccc5)n[nH]n4c3c2)cc1	66
Nc1nnc2sc3cc(Br)ccc3n12	70

The results go on.
SMILES	RMI-FANCM inh
O=S(=O)(Nc1ccc(-c2ccc(N3CCCC3)nn2)cc1)c1ccc(Cl)s1	53
Cc1cc2oc3c(c(=O)c2cc1C)C(c1cccc([N+](=O)[O-])c1)N(CCCN(C)C)C3=O (centres undefined)	79
CS(=O)(=O)c1ccc(NC(=S)N2CCC(Cc3ccccc3)CC2)cc1	62
NNS(=O)(=O)c1ccc(Cl)c(Cl)c1	54
O=C(O)/C=C/C(=O)NCc1ccncc1	59
CCOc1ccc(N=Cc2ccccc2O)cc1	54
COc1cccc(OCC(=O)Nc2ccc(N3CCCC3=O)c(C)c2)c1	61
COc1cccc(C(=O)Nc2ccc3c(c2)N(C(=O)c2ccco2)CC3)c1OC	64
COc1cc(Cn2cc(CC(=O)NCc3cccs3)c3ccccc32)cc(OC)c1	70
Cc1[nH]c(=O)[nH]c(=O)c1CCC(=O)Nc1ccc(F)c(Cl)c1	60
O=C(NCc1ccco1)c1cn(CC2CCCO2)cc2c(=O)n(-c3ccccc3)nc1-2 (centres undefined)	54
Cc1ccc(-c2nc(C#N)c(N3CCN(C(=O)c4ccc(Cl)cc4)CC3)o2)cc1	68
O=C1NC(c2cccc([N+](=O)[O-])c2)Nc2ccccc21 (centres undefined)	54
CN(C)C(=O)Oc1cccc([N+](C)(C)C)c1	66&59&61
Cc1ccc(C)c(NC(=O)C2COc3ccccc3C2)c1 (centres undefined)	70
COc1cccc(C(=O)Nc2ccc3c(c2)CC(=O)N3C)c1OC	68
Cc1cc(S(=O)(=O)NCCOc2cc(N3CCCCC3)ncn2)ccc1F	61
CCOc1cnc(C(=O)NNC(=O)C(Br)C(C)C)o1 (centres undefined)	59
O=C1CC(c2nc(-c3cccs3)no2)CN1Cc1ccc(Cl)cc1 (centres undefined)	64
O=c1[nH]c(=S)c2c(n1Cc1ccc(F)cc1)CCCC2	67
Cc1nc2c(SCC(=O)NCc3ccco3)nnc(-c3ccccc3)c2s1	59
CCn1nc(C)cc1-c1nnc(SC)n1-c1ccccc1	55
O=C1CCCC(=O)N1CCS(=O)(=O)N1CCN(c2ccccc2)CC1	61
COc1ccc(NC(=O)CN2CCC(C(=O)NCc3ccncc3)CC2)c(OC)c1	58
CCCNC(=O)CSc1nc(-c2ccc(C)cc2)[nH]c1S(=O)(=O)c1ccccc1	58
COc1ccc(Cl)cc1NC(=O)Cn1ncn2nc(-c3ccc(F)cc3)cc2c1=O	108
Cc1cccc(CS(=O)(=O)Nc2ccc3c(c2)OCC(C)(C)C(=O)N3)c1	66
O=C(Nc1cccc(C(F)(F)F)c1)OCCSc1ccc([N+](=O)[O-])c2nonc12	7*
CN(C)S(=O)(=O)c1ccc2c3c(cccc13)C(=O)N2C(=O)c1ccc([N+](=O)[O-])cc1	42
COc1ccc(-c2ccc(=O)n(CCCC(=O)Nc3cccc(C(C)=O)c3)n2)cc1OC	71
Cc1csc2ncc(C(=O)Nc3ccc(Br)cc3F)c(=O)n12	100
CCOc1ccc(S(=O)(=O)NCC(c2cccs2)S(=O)(=O)c2cccs2)cc1 (centres undefined)	54
Cc1ccc(C)c(-c2nnc(NC(=O)CS(=O)(=O)c3ccc(Cl)cc3)o2)c1	66
O=C(O)CCc1nnc(SCC(=O)Nc2ccc(F)c(Cl)c2)[nH]c1=O	54
CCCCOC(=O)CN1C(=O)C2C3c4ccccc4C(c4ccccc43)C2C1=O (centres undefined)	64
CCN(CC)CCN(C(=O)c1ccnn1C)c1nc2c(C)ccc(C)c2s1	75

Individual results from the entries so far.
O=C(O)CCc1nnc(SCC(=O)Nc2ccc(F)c(Cl)c2)[nH]c1=O @ RMI-FANCM inh: 54
Cc1csc2ncc(C(=O)Nc3ccc(Br)cc3F)c(=O)n12 @ RMI-FANCM inh: 100
CCCNC(=O)CSc1nc(-c2ccc(C)cc2)[nH]c1S(=O)(=O)c1ccccc1 @ RMI-FANCM inh: 58
CCCCOC(=O)CN1C(=O)C2C3c4ccccc4C(c4ccccc43)C2C1=O (centres undefined) @ RMI-FANCM inh: 64

(listing goes on)
SMILES	RMI-FANCM inh
COc1ccc(C(=O)NNC(=O)c2cccn(Cc3ccc(F)cc3)c2=O)cc1	64
CCSc1nnc(NC(=O)CN2CCN(Cc3nc(C(C)(C)C)cs3)CC2)s1	60
COc1ccc2nc(N(CCCN3CCOCC3)C(=O)c3nc4ccccc4s3)sc2c1	99
O=C(Nc1ccc(N2CCCCC2)cc1)c1ccc2nonc2c1	50
O=C(CCN1C(=O)/C(=C/c2ccc3c(c2)OCO3)SC1=S)NNC(=O)c1ccncc1	65
CC(C)S(=O)(=O)c1cccc(C(=O)Nc2nc3c(s2)COc2ccccc2-3)c1	51
N#C/C(=C\c1ccc(O)c(O)c1)C(=O)Nc1ccccc1	118
O=C(CSc1nccc2ccccc12)c1ccccc1	60
Cc1cc(NC(=O)CSc2nc3sc(C)c(C)c3c(=O)n2-c2ccccc2)no1	58
O=C(Cn1cnc2c([nH]c3ccccc32)c1=O)N1CCN(c2ccc(Cl)cc2)CC1	97
Cc1ccc(NC(=O)NN(C)C)cc1NC(=O)NN(C)C	51
CCOC(=O)/C(C#N)=C/c1ccc(OC)s1	55
CS(=O)(=O)c1ccc(-c2nnc(NC(=O)C3=COCCO3)o2)cc1	54
Cc1c(NC(=O)c2sc3nc(-c4ccccc4)cn3c2C)c(=O)n(-c2ccccc2)n1C	65
CCOC(=O)C(C#N)Cc1c(C)c(C)c(C)c(C)c1C (centres undefined)	59
O=C(CSC1=NCCc2ccccc21)Nc1ccc(F)cc1F	53
CC(=O)Nc1ccc(SCC(=O)Nc2ccc3c(c2)OCO3)nn1	67
Nc1sc(-c2ccccc2)cc1C(=O)Nc1ccc(F)cc1	68
O=C1OC(c2ccccc2)=N/C1=C/c1cccs1	53
COc1ccc2c(c1)CCC1C2CCC2(C)C(=O)/C(=C/c3ccc(OC(F)F)cc3)CC12 (centres undefined)	59
COc1ccc(C)c2sc(N(Cc3ccccn3)C(=O)c3ccc(Cl)s3)nc12	54
COc1ccc(OC)c2sc(N(CCCN(C)C)C(=O)c3ccno3)nc12	79
CC(=O)c1ccc(Sc2ccccc2)cc1	54
O=C(COc1ccc(F)cc1)NCC1CCN(Cc2cccs2)CC1	78

Gathered by group, those above with a tert-butyl group
SMILES	RMI-FANCM inh
Cc1ccc(Cn2cc(C(=O)NNC(=O)Nc3ccc(C(C)(C)C)cc3)ccc2=O)cc1	59
CC(C)(C)c1ccc(S(=O)(=O)NCc2ccco2)cc1	55
CCSc1nnc(NC(=O)CN2CCN(Cc3nc(C(C)(C)C)cs3)CC2)s1	60

Following part
SMILES	RMI-FANCM inh
Cc1nc(-c2cccs2)sc1NC(=O)Nc1ccc(Cl)cc1	55
Cc1csc2ncc(C(=O)N3CCCc4ccccc43)c(=O)n12	63
CC1=C(C(=O)Nc2ccccc2)C(c2ccco2)C(C#N)=C(SCC(=O)Nc2nccs2)N1 (centres undefined)	77
CCOC(=O)c1sc(C(=O)c2ccc(S(=O)(=O)N3CC4(C)CC3CC(C)(C)C4)cc2)c(C)c1C (centres undefined)	61
CCN1C(=O)Cc2cc(NS(=O)(=O)c3ccc(OC)c(Cl)c3)ccc21	71
CCOc1ccc(S(=O)(=O)Nc2ccc3c(c2)CN(S(=O)(=O)CC)CC3)cc1C	66
COCCNC(=O)c1cn(-c2ccc(C)c(C)c2)nn1	59
O=c1[nH]ccn(-c2cccc(C(F)(F)F)c2)c1=O	63
NN1CC(=O)N(c2cccc(C(F)(F)F)c2)CC1=O	59
COc1cc(N=C(N)N=C(N)N)cc(OC)c1OC	64
O=C(c1ccco1)N1CCN(Cc2ccccc2)CC1	52
Cc1c(C)[n+]([O-])cn1C(CC(C)C)C(=O)O (centres undefined)	65

Six entries picked at random from those above, as already listed:
SMILES	RMI-FANCM inh
CCOC(=O)c1sc(C(=O)c2ccc(S(=O)(=O)N3CC4(C)CC3CC(C)(C)C4)cc2)c(C)c1C (centres undefined)	61
O=c1[nH]ccn(-c2cccc(C(F)(F)F)c2)c1=O	63
Cc1c(C)[n+]([O-])cn1C(CC(C)C)C(=O)O (centres undefined)	65
O=C(c1ccco1)N1CCN(Cc2ccccc2)CC1	52
COc1cc(N=C(N)N=C(N)N)cc(OC)c1OC	64
Cc1nc(-c2cccs2)sc1NC(=O)Nc1ccc(Cl)cc1	55

Bioassay records from PubChem BioAssay.

An excerpt; the hit share may differ from the screen's.
